Bioassay records from PubChem BioAssay.
MITF primary – human MITF inhibition, primary screen | inhibition, % at 2.6 µM | hit rate 0.91% among 650,000 | O75030 | AlphaScreen MITF homodimerization, bead proximity signal | AID 1259374; in the data active = inhibition above about 50%;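 note: 0% = vehicle wells with protein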
FBW7 act – activators of human E3 ligase FBW7 | AlphaScreen FBW7–phospho-cyclin E peptide binding, activator screen | normalized activity (activation), % at 26.1 µM | hit rate 0.13% among 650,000 | AID 1259310; in the data active = normalized activity above about 1.9%;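 note: purified mutant Fbw7 with reduced substrate affinity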
Target sequence (Q969H0 whole entry, looked up): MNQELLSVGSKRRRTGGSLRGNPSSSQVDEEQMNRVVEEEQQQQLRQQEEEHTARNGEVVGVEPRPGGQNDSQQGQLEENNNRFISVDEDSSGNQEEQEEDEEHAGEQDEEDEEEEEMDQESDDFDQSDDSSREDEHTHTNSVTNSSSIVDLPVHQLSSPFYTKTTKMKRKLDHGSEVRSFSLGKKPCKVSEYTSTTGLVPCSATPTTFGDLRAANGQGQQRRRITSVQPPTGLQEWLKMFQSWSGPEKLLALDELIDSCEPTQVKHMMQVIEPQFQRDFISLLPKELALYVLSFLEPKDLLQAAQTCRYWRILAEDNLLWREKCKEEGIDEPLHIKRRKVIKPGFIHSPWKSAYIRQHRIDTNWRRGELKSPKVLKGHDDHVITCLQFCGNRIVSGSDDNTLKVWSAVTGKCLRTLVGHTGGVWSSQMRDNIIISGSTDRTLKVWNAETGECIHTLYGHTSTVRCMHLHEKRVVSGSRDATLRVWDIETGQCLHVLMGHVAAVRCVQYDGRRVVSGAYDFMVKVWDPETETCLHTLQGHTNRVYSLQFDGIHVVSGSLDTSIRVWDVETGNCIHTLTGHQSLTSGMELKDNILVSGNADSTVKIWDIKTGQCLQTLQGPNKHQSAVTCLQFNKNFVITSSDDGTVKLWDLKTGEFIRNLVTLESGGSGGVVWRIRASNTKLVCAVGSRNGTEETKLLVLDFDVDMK
TEAD-YAP inh – TEAD-YAP interaction inhibition; AID 1259422; inhibition, % at 9.12 µM; HEK-TIYL cells, TEAD-Gal4/YAP UAS-luciferase luminescence; hit rate 1.4% among 640,000; in the data active = inhibition above about 32%;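 note: 0% = median of test compound wells and 100% = reference inhibitor wells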
GPR151 ag – activates the human receptor GPR151; Q8TDV0; PathHunter beta-arrestin GPR151 cells, luminescence; activation, % at 11.2 µM; hit rate 1% among 650,000; in the data active = activation above about 4.9%;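 note: 0% = median of compound wells and 100% = cells with positive control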
The depositor's hits bear a star; & = joins results of further samples.

compound | MITF primary | FBW7 act | TEAD-YAP inh | GPR151 ag
COc1ccc(NC(=O)COc2ccc(Cl)cc2)c(OC)c1 | 5 | -0.1 | -3 | 1.5
CC1CCCC(NC(=O)C2N(C(C)CCc3ccccc3)C(=O)C3C(C(=O)Nc4cc(Cl)cc(Cl)c4)C4C=CC32O4)C1C (configuration not stated) | 4 | 0.0 | 3 | 0.4
CCCCCNC(=O)c1ccc2c(c1)ncn2-c1ccc(OC)cc1 | -5 | -0.1 | -20 | 0.4
Cc1ccc2cc(-c3ccccc3)[nH]c2c1 | 16 | 0.1 | -83 | -1.4
O=C(Nc1ccc2c(c1)OCO2)N1CCN(C(=O)C2CCCO2)CC1 (configuration not stated) | -1 | -0.1 | -15 | 0.4
Cn1c(-c2ccc(F)cc2)cnc1NCc1cccc(F)c1 | 53* | 0.5 | -9 | -0.6
O=[N+]([O-])c1ccc(N2CCN(c3ccc(O)cc3)CC2)c(Cl)c1 | 2 | -0.1 | -14 | 0.8
CNC(=O)CN(Cc1ccc(Br)cc1)S(=O)(=O)c1ccccc1 | 12 | 0.4 | 3 | 0.4
Cc1ccc(CCC(=O)Nc2ccc(NC(=O)CCc3ccc(C)o3)cc2)o1 | -5 | 0.3 | 2 | 1.1
Nc1ccc(Br)cc1C(O)c1ccccc1Cl (configuration not stated) | -11 | 0.3 | 2 | 0.5
O=C1NC(=S)S/C1=C/c1ccc(Cl)cc1 | -1 | -0.3 | -8 | -0.3
Clc1ccc(/C=N/NCc2cn3ccccc3n2)cc1 | 0 | -0.9 | -1 | -1.8
Cc1ccccc1OCCCN1C(=O)C(=O)c2ccccc21 | 15 | 0.1 | -17 | -0.6
CN1CC(=O)N=C1N | 24 | 0.2 | -6 | -0.4
COC(=O)C1=C(C)N=C2SC(C)C(=O)N2C1c1cc(OC)ccc1OC (configuration not stated) | -3 | 0.3 | -5 | -0.9
COc1ccccc1-c1nnc2sc(-c3cnccn3)nn12 | 1 | -0.2 | 9 | -0.3
O=C(c1ccco1)N1CCN(c2ccc(F)cc2)CC1 | 12 | 0.1 | -44 | -2.3
O=C(c1ccc(F)cc1)N1CCCCC(Sc2ncnc3sc4c(c23)CCC4)C1=O (configuration not stated) | 8 | -0.2 | 3 | -1.2
O=C(CCCc1c[nH]c2ccccc12)OCC(=O)c1ccc(Br)cc1 | 12 | -0.2 | -1 | 0.3
O=C(NNC(=O)c1cccc(I)c1)c1ccc(-c2ccccc2)cc1 | 19 | 0.1 | 2 | 1.9
COc1cc(C(=O)N2CCC(O)(c3ccccc3)CC2)cc(OC)c1OC | 13 | 0.1 | -3 | 0.4
CCC(C)CNC(=O)CCC1(Cc2ccc(Cl)cc2)CCC(=O)N1 (configuration not stated) | 13 | 0.2 | -5 | 0.5
CCCCC(=O)Oc1cc2c(C(=O)OCC)c(C)n(C)c2c2ccccc12 | 8 | 0.1 | 2 | -0.1
COc1cc2c(-c3ccccc3)c(C)oc2cc1CN1CCC2(CCC(=O)N2C)CC1 | 0 | -0.1 | 2 | -1.3
Cn1ccc(C(=O)N/N=C/c2cccc(OCc3ccccc3)c2)n1 | 11 | 0.3 | -11 | -1.8
CCOC(=O)c1cc(-c2nnc(-c3ccc(C)cc3)o2)c(C)nc1C | 8 | 0.6 | -7 | -0.6
CCCOCCOC(=O)c1[nH]c2c(c1C)C(=O)CC(c1cc(OC)ccc1OC)C2 (configuration not stated) | -8 | 0.0 | 47* | 1.0
CC(C)=N/N=C1/NC(=O)C(CC(=O)Nc2cc(C)ccc2C)S1 (configuration not stated) | 5 | 0.1 | -10 | -0.9
CCOC(=O)C(C)Oc1cc(C)cc2oc(=O)c(Cc3ccccc3)c(C)c12 (configuration not stated) | 12 | 0.7 | -6 | -0.8
O=C1c2ccccc2NC2(C(=O)N(Cc3c(Cl)cccc3Cl)c3ccccc32)N1c1ccccc1 (configuration not stated) | -10 | -0.1 | -13 | -0.2
COc1ccc(C(C2C(=O)Nc3ccccc3C2=O)C2C(=O)Nc3ccccc3C2=O)cc1 (configuration not stated) | -1 | 0.0 | 2 | 1.1
CCc1nnc(N2C(=O)c3ccccc3C2(O)c2ccc(Cl)cc2)s1 (configuration not stated) | 9 | 0.0 | 9 | 0.1
COc1cc(S(=O)(=O)N(C)C2CCCCC2)ccc1Cl | -11 | 0.0 | 8 | 0.1
O=C(O)C1=C[C@@H](O)[C@@H](O)[C@H](O)C1 | 5&1 | 0.2&0.2 | -1&-8 | 4.5&-0.7
O=c1c2cccnc2n(Cc2cccc(F)c2)c(=O)n1Cc1ccco1 | 3 | 0.1 | -18 | 4.1
CCOC(=O)C1C(=O)CC(C)(O)C(C(=O)OCC)C1c1ccc(OC)cc1OC (configuration not stated) | 4 | 0.0 | 2 | 2.2
COc1ccccc1C(=O)Nc1ccc2nc(SCC(=O)NCCc3ccccc3)sc2c1 | -6 | -0.1 | -1 | -0.7
COc1ccc(S(=O)(=O)CCC(=O)Nc2cccc(Cl)c2C)cc1 | 17 | 0.1 | 3 | 0.4
COc1cccc(-c2nc(C(N)=O)c3[nH]c(=O)n(-c4cccc(Cl)c4)c3n2)c1O | 12 | 1.0 | 14 | 0.0
O=C(CSc1ccccc1)Nc1ccc(S(=O)(=O)N2CCCCCC2)cc1 | 8 | 0.4 | 5 | -0.9
O=C1N[C@@H](CO)C(=O)N2C[C@@H](NCc3ccc(Cl)s3)C[C@@H]12 | 12 | 0.1 | -2 | -1.2
Cc1cc2cc(CN(Cc3ccc(F)cc3)C(=O)c3cccnc3)c3nnnn3c2cc1C | -3 | 0.1 | -7 | -0.5
CCn1c(=O)cc(SCC(=O)Nc2ccc(C(C)C)cc2)c2ccccc21 | 5 | -0.2 | 3 | 0.2
CS(=O)(=O)N(CC(=O)N1CCCC1)c1cc(Cl)c(Cl)cc1Cl | 3 | 0.1 | -5 | 0.6
CC(=O)Nc1ccc(NC(=O)c2ccnc(-c3ccc(C(=O)N4CCN(C)CC4)cc3)c2)cc1 | -5 | 0.0 | -4 | 4.2
O=C1C(=O)N(CCCn2ccnc2)C(c2ccc3c(c2)OCO3)/C1=C(/O)c1ccc(Cl)cc1 (configuration not stated) | 7 | 0.1 | 0 | -0.4
COc1ccc(Cl)cc1NC(=S)NNC(=O)Cn1ncc2ccccc2c1=O | 33 | 0.2 | 0 | 2.0
COc1cccc(/C=N/Nc2nncn2/N=C/c2cccc(OC)c2O)c1O | 9 | -1.0 | 3 | 0.4
C/C(=N\N1CCN(C)CC1)c1c(O)cc(C)oc1=O | 16 | 0.0 | -5 | 0.6
c1cncc(CCNc2nccn3c(-c4cccs4)cnc23)c1 | 1 | 0.1 | -35 | 1.9
Cc1nc2cc(NCc3ccccc3[N+](=O)[O-])ccc2n1C | 8 | 0.0 | -24 | 1.3
CC(=O)OCCc1c(C)nc2nc[nH]n2c1=O | 7 | 0.1 | 12 | 1.2
CCOc1ccccc1C1C(C#N)=C(N)N(N(C)C)C2=C1C(=O)CCC2 (configuration not stated) | 5 | -0.1 | 9 | -0.4
C#CCOc1ccc(C=C2C(=O)OC(C)(C)OC2=O)cc1OCC | -4 | 0.0 | 6 | 0.8
O=C(NCc1ccccc1)c1ccnc(N2CCC(N3CCOCC3)CC2)c1 | 15 | 0.6 | -2 | -0.4
COCCNC(=O)c1ccc2c(=O)n(Cc3ccco3)c(SCC(=O)Nc3nccs3)nc2c1 | -12 | 0.0 | -2 | 0.3
O=[N+]([O-])c1cc(S(=O)(=O)N2CCOCC2)ccc1N/N=C/c1ccc(F)c(F)c1 | 15 | 0.0 | 9 | -0.3
CC1(C)CC(=O)C2=C(C1)N(c1ccccc1C(F)(F)F)C(N)=C(C#N)C2c1cccc([N+](=O)[O-])c1 (configuration not stated) | 20 | 0.6 | -29 | 2.4
O=C(Nc1ccccc1)c1ccc(Br)o1 | 0 | 0.1 | -42 | -1.7
CCCC(=O)N(c1ccc(N(C(=O)CCC)S(=O)(=O)c2ccc(C)cc2)c2ccccc12)S(=O)(=O)c1ccc(C)cc1 | 5 | -0.1 | 1 | 0.3

The list goes on:
compound | MITF primary | FBW7 act | TEAD-YAP inh | GPR151 ag
COc1ccc(N2CCN(c3cc(N4CCN(S(=O)(=O)c5ccc(C)cc5)CC4)ccc3[N+](=O)[O-])CC2)cc1 | 6 | -0.1 | 7 | 0.6
CCOc1ccc2nc(NC(=O)CCN3C(=O)C4C5C=CC(C5)C4C3=O)sc2c1 (configuration not stated) | -3 | 0.0 | -9 | 1.1
O=C(C1=C(O)C(=O)N(c2nncs2)C1c1ccccc1F)c1cccs1 (configuration not stated) | 5 | 0.0 | 12 | 0.3
O=C(NC1CCCCC1)c1ccc2c(=O)n3c(nc2c1)CCCCC3 | -12 | 0.0 | -38 | 0.9
N#CC1=C(C2CC2)CC(c2ccccc2)C(C#N)=C1N (configuration not stated) | -6 | 0.1 | 5 | 1.7
CC(C)CC(NC(=O)COc1ccc2ccccc2c1)C(=O)O (configuration not stated) | -4 | 0.1 | 1 | 2.1
COc1ccc(CNc2nc3nc(C)cc(C)n3n2)cc1 | 19 | 0.1 | -9 | 2.5
Cc1sc2nc(Cc3ccccc3)nc(NC3CCCCC3)c2c1C | 11 | 0.2 | 8 | -1.7
COCCNC(=O)CCCCCn1c(=S)[nH]c2ccc(Br)cc2c1=O | 11 | 0.0 | 6 | 0.9
Cc1ccc(S(=O)(=O)NCCn2nc(C)c(Cl)c2C)c(C)c1 | 7 | -0.2 | -6 | 0.6
CC1=C(C(=O)N2CCOCC2)C(c2ccc(Br)cc2)C2=C(CCCC2=O)N1 (configuration not stated) | 10 | 0.0 | 4 | 2.1
O=C(c1cc2nc(-c3ccccc3)cc(C(F)(F)F)n2n1)N1CCN(Cc2ccccc2)CC1 | 8 | -0.2 | 1 | 0.9
COCCCN1CCc2nc(SCC(=O)Nc3cc(Cl)ccc3C)[nH]c(=O)c2C1 | 11 | 0.2 | -4 | 0.2
COCCNC(=O)[C@@H]1C[C@@H](NCc2cc(C)ccc2C)CN1Cc1ccc(Cl)cc1 | 11 | 0.0 | 6 | -0.7
CN(CCc1cnn(C)c1)Cc1ccc(OCC(O)CN2CCc3ccccc3C2)cc1 (configuration not stated) | -6 | -0.1 | 0 | 0.4

Some of the entries so far, with two lines to a compound.
Each structure is followed by: MITF primary	FBW7 act	TEAD-YAP inh	GPR151 ag
- O=C(NC1CCCCC1)c1ccc2c(=O)n3c(nc2c1)CCCCC3
    -12	0.0	-38	0.9
- N#CC1=C(C2CC2)CC(c2ccccc2)C(C#N)=C1N (configuration not stated)
    -6	0.1	5	1.7
- CC(C)CC(NC(=O)COc1ccc2ccccc2c1)C(=O)O (configuration not stated)
    -4	0.1	1	2.1
- COc1ccc(CNc2nc3nc(C)cc(C)n3n2)cc1
    19	0.1	-9	2.5
- Cc1sc2nc(Cc3ccccc3)nc(NC3CCCCC3)c2c1C
    11	0.2	8	-1.7

(next part)
compound | MITF primary | FBW7 act | TEAD-YAP inh | GPR151 ag
CCOC(=O)c1c(NC(=O)CSc2nnc(CNC(=O)c3ccccc3OC)n2-c2ccc(F)cc2)sc2c1CCCC2 | 3 | 0.4 | -3 | -1.0
COc1ccc(-c2noc(COc3ccc(C)cc3Br)n2)cc1OC | -4 | 0.0 | 2 | -1.3
CCCn1ncc(C(=O)N2C[C@H](C(=O)OC)[C@@H](c3ccc(F)cc3)C2)c1C | 2 | -0.2 | 4 | 0.2
CCOC(=O)C1=C(C)NC2=C(C(=O)C(C(=O)OC)C(C)C2)C1c1c(F)cccc1Cl (configuration not stated) | -5&1 | 0.1&0.1 | 11&3 | -0.1&-1.3
O=C(Cc1ccccc1)Nc1scc(-c2ccccc2)c1C(=O)N1CCCC1 | -3 | -0.2 | 3 | 1.0
CCOCc1cc([C@@H]2C[C@H]3CN(C4Cc5ccccc5C4)C(=O)[C@]34CCCN24)ccc1OC | 21 | 0.0 | -8 | 1.3
CS(=O)CCC(NS(=O)(=O)c1ccccc1)C(=O)O (configuration not stated) | 0 | -0.3 | -5 | 0.1
O=C(Nc1ccccc1C(=O)NCCO)c1ccco1 | -2 | -0.1 | 3 | 2.2
COc1cccc(NC(=O)N(Cc2nnc3n2CCCCC3)c2ccc(F)cc2)c1 | 2 | -0.2 | 5 | 1.3
Cc1ccc(N2C(N)=C(C#N)C(c3cc(C)sc3C)C3=C2CC(C)(C)CC3=O)cc1 (configuration not stated) | 2 | 0.1 | -1 | 1.0
Cc1ccc(OCC(=O)Nc2ccc(-c3nc4cc(C(C)C)ccc4o3)cc2)cc1 | 11 | 0.2 | 21 | -0.3
CSc1ccccc1C(=O)N1CCC(CO)(CCOc2ccccc2)CC1 | 11 | 0.0 | 0 | -1.0

Entries of single compounds as entered above. Screens in order: MITF primary, FBW7 act, TEAD-YAP inh, GPR151 ag
`CS(=O)CCC(NS(=O)(=O)c1ccccc1)C(=O)O` (configuration not stated) across the screens: 0, -0.3, -5, 0.1
`O=C(Nc1ccccc1C(=O)NCCO)c1ccco1` across the screens: -2, -0.1, 3, 2.2
`CSc1ccccc1C(=O)N1CCC(CO)(CCOc2ccccc2)CC1` across the screens: 11, 0.0, 0, -1.0
